High-throughput results deposited in PubChem BioAssay by several laboratories.
CYP2C19 act: cytochrome P450 2C19 (human) activation; P33261; recombinant CYP2C19, luciferin-H EGE luminescence; stronger effect = higher value; 0 = fully inhibited enzyme, 1 = untreated enzyme; activation factor at 5 µM; 96,000 tested, under 10 active;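 active means activation factor of at least 2 at 5 µM in the primary screen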;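 further: 0 = wells with 2.5 mM tranylcypromine and 1 = vehicle-only wells; values of inactives mirror those of a sister screen read the other way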
Lung fibro prol: blocks proliferation of human lung fibroblasts | LL 47 human lung fibroblast viability, ATP luminescence; stronger effect = lower value | viability, % at 10 µM | 1.1% of 85,000 active | AID 719;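 active means viability at or below 50% in the single dose screen; inactive means viability above 50%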;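 further: compound exposure lasted 72 h before the ATP readout; 100% = median luminescence of untreated cell-only wells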
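Material: human LL 47 lung fibroblast cells; quantity: 1,150 cells/well; medium: IMEM plus 15% FBS; doses: 0.1% DMSO in all compound wells; timing: overnight attachment after seeding, then 72 h compound exposure at 37 °C; detection: CellTiter-Glo luminescence; measure: % viability of median cell-only signal; controls: cell-only wells, no compound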
Mac1 fbg inh: inhibitors of human CD11b/CD18 binding to fibrinogen. P05107+P11215. K562 CD11b/CD18 adhesion to fibrinogen, ATPlite luminescence; Mn2+ added to activate the integrin. inhibition, % at 10 µM. 0.54% of 93,000 active. AID 1497;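 active means primary inhibition of 50% or more at 10 µM, then 40% or more on retest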; further: some results filed as inactive read as strong as hits
Target sequence (P05107 whole entry, looked up, other chains not shown): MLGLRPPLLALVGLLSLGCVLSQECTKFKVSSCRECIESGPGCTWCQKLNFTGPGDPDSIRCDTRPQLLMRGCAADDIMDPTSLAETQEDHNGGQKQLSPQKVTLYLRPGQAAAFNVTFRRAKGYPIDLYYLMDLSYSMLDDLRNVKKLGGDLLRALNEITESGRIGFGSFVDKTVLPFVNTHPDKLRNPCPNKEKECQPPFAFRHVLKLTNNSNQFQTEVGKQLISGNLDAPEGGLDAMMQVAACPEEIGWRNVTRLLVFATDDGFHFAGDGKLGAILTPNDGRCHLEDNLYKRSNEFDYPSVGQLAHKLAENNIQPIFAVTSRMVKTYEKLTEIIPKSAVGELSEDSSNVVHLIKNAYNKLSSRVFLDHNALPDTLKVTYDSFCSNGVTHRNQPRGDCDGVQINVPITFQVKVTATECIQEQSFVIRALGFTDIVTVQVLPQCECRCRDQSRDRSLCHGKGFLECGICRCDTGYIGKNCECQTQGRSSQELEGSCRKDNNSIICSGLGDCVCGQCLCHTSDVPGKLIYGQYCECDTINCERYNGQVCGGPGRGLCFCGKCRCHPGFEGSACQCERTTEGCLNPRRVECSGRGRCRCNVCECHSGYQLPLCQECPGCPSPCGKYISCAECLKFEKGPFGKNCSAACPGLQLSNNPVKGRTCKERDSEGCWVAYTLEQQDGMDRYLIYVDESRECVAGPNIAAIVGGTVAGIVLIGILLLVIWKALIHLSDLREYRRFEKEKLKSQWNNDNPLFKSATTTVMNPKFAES
CYP2C19 inhib: inhibitors of human CYP2C19 | P33261 | CYP2C19 Supersomes, luciferin-H EGE luminescence, 30 min | inhibition, % at 5 µM | 21% of 96,000 active;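 active means CYP2C19 inhibition above a set limit at 5 µM in the primary screen, cut at about 50% in these data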;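 further: plate controls were negative control wells for no effect and 2.5 mM tranylcypromine positive control for full effect; values of inactives mirror those of a sister screen read the other way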
ERa SRC1 inh: blocks coactivator binding to human estrogen receptor alpha; 1.7% of 86,000 active; inhibition, % at 25.6 µM; TR-FRET ER-alpha LBD / SRC-1 peptide, estradiol-bound; P03372; in the data active means inhibition above about 50%;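 further: 0% = receptor plus peptide control and 100% = peptide only without receptor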
H69AR growth 86K: growth inhibitors of human H69AR lung tumor cells | viability, % at 10 µM | H69AR lung tumor viability, ATP luminescence, 72 h; stronger effect = lower value | 6% of 85,000 active;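 active means viability at or below 40%; inactive means viability above 40%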;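 further: multidrug resistant small cell line overexpressing MRP-1 efflux transporter; 100% = mean luminescence of untreated control wells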
ERa coact pot: enhances coactivator binding to human estrogen receptor alpha | TR-FRET ERalpha-LBD/SRC-Cy5 coactivator binding, 2 h; 100 = basal binding, no effect | AID 639 | coactivator binding (% of control), % at 25.6 µM | 1.3% of 86,000 active | P03372; in the data active means activity above about 200%;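 further: binding measured in presence of low estradiol as agonist stimulus; 0% = peptide alone without receptor and 100% = receptor with peptide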
HUVEC inhibit: human endothelial cell proliferation inhibition. HUVEC proliferation, CellTiter-Glo luminescence, 72 h; stronger effect = lower value. viability, % at 10 µM (by protocol). 1.1% of 86,000 active;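 active means viability at or below 30%; inactive means viability above 30%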;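 further: 100% = median luminescence of DMSO-only cell control wells on each plate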
Mac1 fbg enh: CD11b/CD18-fibrinogen binding enhancement; P05107+P11215; K562 CD11b/CD18 adhesion to fibrinogen, ATPlite luminescence; activation, % at 10 µM; 0.07% of 93,000 active;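 active means 10 µM primary screen giving 50% or more activity, confirmed by 40% or more on retest at that dose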; further: strong numbers were not always called active
* marks the source's active call; other numbers are inactive results; nt = not tested or not shown; [ ] = remark or other dose. Random draw from the library. Share with any hit: about 26%.

SMILES	CYP2C19 act	Lung fibro prol	Mac1 fbg inh	CYP2C19 inhib	ERa SRC1 inh	H69AR growth 86K	ERa coact pot	HUVEC inhibit	Mac1 fbg enh
CC(=O)CC(C)(C)S(=O)(=O)c1ccc(Oc2ccc(S(=O)(=O)C(C)(C)CC(C)=O)cc2)cc1	nt	94.3	nt	nt	-1.7	101.1	108.6	99.8	nt
O=C(CSc1nnc2sc3ccccc3n12)c1ccco1	0.5	102.5	-44.0	51.2*	44.6	96.9	60.1	91.3	-3.1
CC(=O)Nc1ccc(S(=O)(=O)NC(CC(=O)O)c2ccc(OC(C)C)cc2)cc1 (stereo not drawn)	0.8	101.2	35.3	20.8	-2.9	97.6	106.2	107.9	-3.2
Cc1cccc(NC(=O)C2CCCN(c3nc(C)cc(C)n3)C2)c1 (stereo not drawn)	1	102.9	10.1	-1.3	7.9[fluorescence artefact?]	64.9	117.8	89.0	-3.8
Cn1nc(OCC(N)=O)ccc1=O	nt	97.8	nt	nt	-14.6	96.8	113.5	99.3	nt
COc1cc(OC)c(N(C)C(=O)CCNC(=O)Cn2cnc3ccccc3c2=O)cc1Cl	0.7	96.2	-17.5	28.6	-1.6[fluorescence artefact?]	95.1	117.5	83.5	0.5
O=C(Nc1nsc(-c2ccccc2)n1)c1ccncc1	0.1	94.5	-3.9	93.3*	-1.2	nt	119.9	88.5	-1.5
CC(=O)c1oc2ccccc2c1NC(=O)CN1CCCCC1	nt	95.4	nt	nt	5.8	87.9	102.3	92.9	nt
COc1ccc(S(=O)(=O)NCCC(=O)NC2CCCCCCC2)cc1	nt	90.9	nt	nt	-1.4	85.2	109.1	95.3	nt
CCOC(=O)c1cnc2c(OC)cccc2c1N1CCN(c2ccc(OC)cc2)CC1	0.3	106.3	-22.3	67.3*	15.8[fluorescence artefact?]	67.4	85.8[fluorescence artefact?]	105.0	3.0
COc1cc(C(N)=O)ccc1OCc1ccccc1	1	98.8	-10.3	4.3	-3.7	97.6	107.7	100.1	0.1
Cc1ncc(S(=O)(=O)c2ccccc2)c(-c2ccccc2Cl)n1	0.4	90.0	15.7	61.5*	9.7[fluorescence artefact?]	96.9	101.4	97.9	-3.0
N#Cc1c2ncn(CC(=O)c3ccc(Br)cc3)c(=O)c2c2n1CCC2	0.7	94.6	3.7	34.4	13.0[fluorescence artefact?]	81.3	108.7	102.1	2.8
CCOC(=O)Cc1csc(NC(=O)CCCN2C(=O)c3ccccc3C2=O)n1	0.9	97.6	-5.0	13.3	2.6	86.4	109.5	111.2	-3.1
Cc1nnc(SCC(=O)N2CCOCC2)s1	1	93.8	0.2	0.0	-2.7	100.5	94.3	101.1	-3.2
CCC(C)c1ccc2oc(-c3ccc(NC(=O)Cn4cnc5c(=O)n(C)c(=O)n(C)c54)cc3)nc2c1 (stereo not drawn)	0.9	34.1*	16.1	11.8	71.8*[fluorescence artefact?]	24.8*	99.2[fluorescence artefact?]	42.2	17.7
Cn1c(=O)n(C)c2cc(S(=O)(=O)NCc3ccccc3)ccc21	0.8	99.9	3.2	21.8	-1.6	114.7	122.6	103.4	0.6
O=C(NCc1nc2ncc(Br)cc2[nH]1)c1ccccc1	0.6	99.4	-0.9	37.8	20.0	106.0	79.2	87.7	-0.7
O=C(O)c1ccc2c(=O)[nH]c(CN3CCOCC3)nc2c1	1.3	nt	16.5	-31.4	nt	nt	nt	nt	-1.4
Cn1c(=O)cc(OCCCC(=O)NCc2ccccn2)c2ccccc21	0.9	97.0	6.7	7.5	-24.5	88.7	103.5	82.7	0.6
Cc1nc2sc(C(c3ccc(Cl)cc3)N3CCN(c4ccccc4F)CC3)c(O)n2n1 (stereo not drawn)	0.3	93.2	-3.3	67.3*	2.9	95.3	105.0	81.5	1.8
Cn1c(Cn2nnc3ccccc32)nnc1SCC(=O)c1ccccc1F	0.9	104.4	11.0	7.9	0.0	79.3	86.8	103.0	-4.6
COC(=O)CCC(=O)c1oc2ccc(OC)cc2c1N	0.7	105.9	-1.5	28.5	-7.0	92.4	112.3	112.9	-5.2
CCOC(=O)c1c(-c2ccc(C)cc2)csc1NC(=S)NC(=O)c1ccccc1	0.9	nt	-6.0	6.0	nt	nt	nt	nt	2.3
O=C1c2ccccc2C(=O)N1CCOc1ccccc1	nt	93.2	nt	nt	-5.8	92.1	97.2	91.0	nt
O=C(c1cccc(Br)c1)N1CCN(C(=O)c2cccc(Br)c2)CC1	nt	97.2	nt	nt	8.9	79.6	98.7	86.0	nt
CC(c1ccccc1)n1cc(C(=O)NCc2ccncc2)nn1 (stereo not drawn)	0.7	95.0	-21.9	30.6	2.7	68.0	150.7	83.0	-0.6
CC(C)(C)N1CC(COc2ccccc2)OC1=O (stereo not drawn)	0.3	95.1	-22.4	71.1*	-5.8	95.1	118.3[fluorescence artefact?]	107.0	11.3
CCOC(=O)N1CCN(C(=O)Nc2cccc(Cl)c2)CC1	0.4	99.6	6.9	61.1*	-7.9	102.8	121.6	109.5	0.3
CCOc1ccc(C2C(C#N)=C(N)Oc3nc[nH]c(=O)c32)cc1OC (stereo not drawn)	0.9	99.6	-8.5	7.0	14.9	82.7	115.4	97.7	-1.5
O=C(CCn1c(=O)oc2ccccc21)NCCCN1CCCC1=O	1.1	102.3	-44.0	-6.0	-5.0[fluorescence artefact?]	102.5	107.5[fluorescence artefact?]	114.2	0.9
CN(C)C(=O)Cn1c(=O)n(C)c2ccccc21	1.1	94.6	2.4	-13.2	6.1	98.3	78.6	104.9	-2.4
CCOCCCn1c(=S)[nH]c2ncccc2c1=O	1.1	99.5	-0.8	-6.0	-10.5	nt	109.0	101.9	-1.3
O=C(CN1C(=O)c2ccccc2S1(=O)=O)Nc1cccnc1	nt	107.5	nt	nt	-3.2	96.9	103.3	99.5	nt
c1ccc(-n2ncc3c(N4CCC5(CC4)OCCO5)ncnc32)cc1	1.1	98.8	-2.0	-9.1	0.5	61.9	107.8	98.4	0.4
COC(=O)C1(CCSC)NC(c2ccco2)C2C(=O)N(C)C(=O)C21 (stereo not drawn)	0.4	97.0	3.0	60.4*	-7.5	nt	116.0	90.4	-2.3
COC(=O)c1cc(=O)nc2sc3ccccc3n12	1	92.9	-6.3	1.8	-16.6	80.9	119.4	78.8	-3.1
CC1N(C)c2cccc3cccc(c23)N1C	nt	87.6	nt	nt	50.9*[fluorescence artefact?]	95.3	51.1[fluorescence artefact?]	110.0	nt
C1CCc2c(nc3nnnn3c2N2CCOCC2)C1	1.1	90.7	-2.1	-9.0	-1.0	95.1	89.2	101.0	-0.1
O=C(COc1ccc2ccccc2c1)N1CCN(c2ccccc2O)CC1	0.6	95.2	-27.2	38.2	-0.7	94.8	87.6	71.6	-4.3
Nn1c(Cc2cccc3ccccc23)nnc1SCn1nnc2ccccc2c1=O	1	107.5	-9.7	4.4	16.7	96.2	85.8	96.5	-0.1
O=C(CSc1ncnc2c1cnn2CCc1ccccc1)Nc1cccc(C(F)(F)F)c1	0.2	nt	94.5	78.4*	nt	nt	nt	nt	-10.2
CC(=O)NS(=O)(=O)c1ccc(NC(=O)/C=C/c2ccccc2Cl)cc1	1	nt	33.6	4.0	nt	nt	nt	nt	-4.2
COC(=O)C(C(=O)OC)C(C(C)C)C(C(=O)OC)C(=O)OC	nt	99.5	nt	nt	-5.6	98.1	99.2	86.9	nt
O=C(O)c1cc(=O)cc(C(=O)O)[nH]1	1.2	103.1	-28.9	-20.1	-2.8	102.9	113.4	98.1	3.1
Cc1nn(CCCC(=O)Nc2sc3c(c2C#N)CCC3)c(C)c1[N+](=O)[O-]	0.7	nt	-3.0	29.8	nt	nt	nt	nt	-7.6
Cc1ccc(S(=O)(=O)N2CCCC(C(=O)N(Cc3cccs3)C3CC3)C2)cc1 (stereo not drawn)	0	105.3	10.0	98.9*	-5.3	87.1	99.2	108.2	-0.2
c1ccc(Cn2nnnc2C(c2cccs2)N2CCOCC2)cc1 (stereo not drawn)	0.4	95.4	-12.8	63.0*	-2.6	100.2	116.5	87.3	-2.2
C=CCN(C(=O)Nc1ccc2oc(C)nc2c1)c1ccccc1	0.9	107.1	2.8	14.7	5.8	78.7	94.3	99.7	0.5
COC(=O)CSC1=C(C#N)C(c2ccc(Cl)cc2)C(C(=O)OC)C(=O)N1 (stereo not drawn)	0.4	105.2	-1.7	60.8*	1.5	84.4	104.4	106.5	-2.2
COc1ccc(N2CCN(Cc3cc(=O)oc4ccc(C)cc34)CC2)cc1	0.9	91.4	-3.9	9.6	-2.1	96.2	109.3	87.0	24.5
Brc1cccc(-c2n[nH]c(-c3ccccc3)n2)c1	0.8	94.0	11.1	15.8	4.8	39.5*	98.8	61.0	0.5
Cn1c(=O)c2c(nc(SCc3cccnc3)n2Cc2ccc(F)cc2)n(C)c1=O	0.7	83.2	-12.5	25.5	20.7[fluorescence artefact?]	94.6	87.5	85.8	-1.3
Cc1cccc(C)c1NC(=O)CSc1nnc([C@H](C)NC(=O)OC(C)(C)C)o1	0.8	101.2	-11.8	18.1	5.2[fluorescence artefact?]	95.0	121.1	93.1	-3.1
CCOC(=O)N1CCN(C(=O)CSc2nnc(Cc3ccccc3)o2)CC1	1.1	102.8	-2.7	-5.9	-8.9	91.7	124.4	102.7	-4.9
Cn1c(N)c(S(=O)(=O)c2ccc(Br)cc2)c2nc3ccccc3nc21	0.8	96.8	10.3	18.5	27.8[fluorescence artefact?]	12.7*	110.4[fluorescence artefact?]	62.8	-6.5
COc1ccc(Oc2ccc3c(C(F)(F)F)cc(C(F)(F)F)nc3n2)cc1	1	nt	0.9	-1.9	nt	nt	nt	nt	-2.1
NC(=O)NC(=O)COC(=O)c1ccccc1Oc1ccccc1	0.9	100.8	7.7	14.9	-11.3	88.2	110.7	97.2	-4.2
CC(C)Oc1ccc(NC(=O)CCC(=O)O)cc1	1.3	104.8	8.6	-26.3	-5.0	75.3	103.0	87.4	-0.6
COC(=O)c1ccc(NC(=O)c2cn(-c3ccccc3)nc2-c2ccncc2)cc1	0.6	nt	-8.6	38.6	nt	nt	nt	nt	4.4

Copied from the list.
Reading of COC(=O)c1cc(=O)nc2sc3ccccc3n12 in HUVEC inhibit: 78.8
Reading of CC(c1ccccc1)n1cc(C(=O)NCc2ccncc2)nn1 (stereo not drawn) in ERa coact pot: 150.7

Following part
SMILES	CYP2C19 act	Lung fibro prol	Mac1 fbg inh	CYP2C19 inhib	ERa SRC1 inh	H69AR growth 86K	ERa coact pot	HUVEC inhibit	Mac1 fbg enh
C=CCn1c(=S)[nH]c2ccc(Br)cc2c1=O	0.4	94.2	1.3	62.1*	0.5	97.9	146.8	81.9	-2.7
C=CCn1cc(C(=O)NCCCOC)c(=O)c2cc(S(=O)(=O)N(CC)CC)ccc21	1.1	106.8	-6.1	-8.0	3.0	78.7	137.2	92.6	-1.3
Cc1cccc(Nc2nc(-c3c(C)nc4ccccn34)cs2)c1	0.7	nt	10.0	33.0	nt	nt	nt	nt	0.6
COc1ccc(Cl)cc1C(=O)NCC(c1ccco1)N1CCCC1 (stereo not drawn)	0.8	nt	-14.0	22.0	nt	nt	nt	nt	3.9
O=C(CSc1nnc(-c2ccco2)n1-c1ccccc1)N1CCc2ccccc21	nt	102.3	nt	nt	0.7	77.8	124.9	88.3	nt
CCOc1ccc(NC(=O)NCCCN2CCCC2)cc1	1	108.3	-0.4	-2.1	-11.8	103.1	102.5	106.1	-1.8
